Compound activity: PubChem, Sanford-Burnham Center for Chemical Genomics
Apaf-1 inh – human Apaf-1 inhibition | AID 489030 | inhibition, % at 20 µM | reconstituted apoptosome caspase-3 activity, DEVD-Rh110 fluorescence | O14727 | 330,000 compounds, 0.71% hits; active = inhibition of at least 40% at 20 µM;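 also: plate controls were DMSO wells for no effect and DEVD-CHO caspase inhibitor wells for full effect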
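Assay system: Apoptosome proteins | Medium: pH 7.5 Hepes buffer with CHAPS, BSA, DTT | Also added: Cytochrome c and DEVD-Rh110 substrate | Times: 30 min plus 50 min, RT | Detection: Rhodamine 110 fluorescence at Ex 480/Em 540 nm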
hIAP act – increases human intestinal alkaline phosphatase activity. P09923. purified human IAP, CDP-Star luminescence, 30 min; stronger effect = higher value; 1 = vehicle-only enzyme, 0 = enzyme-free background. activation factor at 10 µM. 330,000 compounds, 0.16% hits;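 active = activation factor of the enzyme at least 2-fold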; also: the source names both 10 and 20 µM as test concentration; values of inactives mirror those of a sister screen read the other way
Target sequence (P09923 whole entry, looked up): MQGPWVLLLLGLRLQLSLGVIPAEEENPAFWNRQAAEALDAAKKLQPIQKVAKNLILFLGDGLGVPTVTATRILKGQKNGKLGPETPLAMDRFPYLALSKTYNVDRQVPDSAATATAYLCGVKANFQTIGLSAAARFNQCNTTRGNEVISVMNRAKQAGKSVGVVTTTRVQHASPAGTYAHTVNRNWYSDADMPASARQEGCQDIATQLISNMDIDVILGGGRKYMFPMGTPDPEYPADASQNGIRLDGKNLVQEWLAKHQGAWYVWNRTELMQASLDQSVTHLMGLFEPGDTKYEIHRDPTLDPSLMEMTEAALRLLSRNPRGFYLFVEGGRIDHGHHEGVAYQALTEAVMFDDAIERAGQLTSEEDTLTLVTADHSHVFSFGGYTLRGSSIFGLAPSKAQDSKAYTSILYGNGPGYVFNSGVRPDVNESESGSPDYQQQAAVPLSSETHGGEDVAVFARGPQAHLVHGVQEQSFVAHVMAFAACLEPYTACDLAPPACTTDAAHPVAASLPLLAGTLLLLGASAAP
tim10-1 inh – tim10-1 yeast growth inhibition | S. cerevisiae tim10-1 ts strain growth, BacTiter-Glo, 24 h | 330,000 compounds, 2.2% hits | inhibition, % at 20 µM;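 active = inhibition of at least 40%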;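 also: mutant grown at 25 °C; 0% = DMSO wells with yeast and 100% = wells holding no yeast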
mIAP block – blocks mouse intestinal alkaline phosphatase | purified mouse IAP, CDP-Star luminescence, 30 min | inhibition, % at 10 µM | 330,000 compounds, 0.2% hits;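 active = inhibition of at least 40% at 10 µM in the primary screen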;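 also: plate controls were DMSO with enzyme for no effect and no enzyme wells for full effect; values of inactives mirror those of a sister screen read the other way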
TIM10 inh – TIM10 yeast growth inhibition; 330,000 compounds, 1.4% hits; AID 463195; S. cerevisiae TIM10 strain growth, BacTiter-Glo luminescence, 24 h; inhibition, % at 10 µM;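 active = inhibition of 40% or more at the single tested concentration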;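 also: wild-type TIM10 isogenic control strain grown at permissive 25 °C; 0% = DMSO yeast wells and 100% = minimal medium wells without yeast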
NLRP3 yeast inh – blocks the NALP3 inflammasome reconstituted in yeast. inhibition, % at 10 µM. Yeast reconstituted NLRP3/ASC/caspase-1, beta-gal luminescence, 24 h. 330,000 compounds, 0.39% hits;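 active = inhibition of 50% or more; inactive = inhibition below 50%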;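 also: plate controls were induced DMSO wells for no effect and uninduced yeast grown without galactose for full effect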
ATG4B inh – inhibitors of human ATG4B cysteine protease; Q9Y4P1; ATG4B cleavage of LC3-PLA2, NBD-HPC fluorescence, 1 h; inhibition, % at 8.33 µM; 340,000 compounds, 0.51% hits; in the data active = inhibition above about 40%
Target sequence (Q9Y4P1 whole entry, looked up): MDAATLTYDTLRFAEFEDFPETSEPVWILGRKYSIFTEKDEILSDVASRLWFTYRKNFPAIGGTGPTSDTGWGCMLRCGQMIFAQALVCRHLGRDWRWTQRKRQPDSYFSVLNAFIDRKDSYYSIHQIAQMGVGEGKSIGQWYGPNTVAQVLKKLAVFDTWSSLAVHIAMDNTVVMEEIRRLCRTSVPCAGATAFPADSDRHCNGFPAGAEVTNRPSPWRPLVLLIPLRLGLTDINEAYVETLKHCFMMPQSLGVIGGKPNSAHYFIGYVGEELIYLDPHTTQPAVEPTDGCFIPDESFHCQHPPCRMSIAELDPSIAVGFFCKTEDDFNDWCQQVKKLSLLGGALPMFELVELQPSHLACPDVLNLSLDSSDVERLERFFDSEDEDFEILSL
mIAP activ – mouse IAP activation; muIAP, CDP-Star luminescence, 30 min; stronger effect = higher value; 1 = vehicle-only enzyme signal, 0 = enzyme-free wells; activation factor at 10 µM; 330,000 compounds, 0.24% hits; AID 2805;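 active = activation factor of at least 2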; also: the source names both 10 and 20 µM as test concentration; values of inactives mirror those of a sister screen read the other way
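Assay system: mouse IAP enzyme; Reagent: CDP-Star chemiluminescent phosphatase substrate; Compound: DMSO-dissolved test compounds; Incubation: 30 min, room temperature; Technique: luminescence from enzymatic CDP-Star hydrolysis; Controls: DMSO-only wells and no-enzyme negative control.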
hIAP block – human IAP inhibition; P09923; purified IAP, CDP-Star luminescence, 30 min; inhibition, % at 10 µM; 330,000 compounds, 0.12% hits;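 active = inhibition reaching a set limit with compound at 10 µM in the primary screen, cut at about 35% in these data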;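 also: plate controls were DMSO wells with enzyme for no effect and no-enzyme buffer wells for full effect; values of inactives mirror those of a sister screen read the other way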
* = called active by the depositor; / = no result given; & = joins results of further samples. Not all compounds are listed; count on the stated rates, not on these rows.

Screens in order: mIAP block	hIAP act	TIM10 inh	NLRP3 yeast inh	ATG4B inh	tim10-1 inh	hIAP block	mIAP activ	Apaf-1 inh
1) Fc1ccccc1CN1CCN(c2ccc(Cl)cc2)CC1
→ 1	0.92	8	-6	11	23	8	0.99	12
2) O=c1[nH]c(=O)n(-c2cccc3ccccc23)c(O)c1/C=N/N1CCCCC1c1cccnc1 (stereo not drawn)
→ -7	1	9	5	-1	6	0	1.1	-5
3) CC(Cc1ccsc1)NCc1cn[nH]c1-c1ccc(F)cc1F (stereo not drawn)
→ 1	1.3	-7	14	-2	4	-26	0.99	-16
4) FC(F)(F)c1ccccc1CNCCc1c[nH]c2ccccc12
→ 6	1	61*	35	15	43*	-4	0.94	4
5) Cc1cc(OCc2ccc([N+](=O)[O-])cc2)c2c3c(c(=O)oc2c1)CCCC3
→ 2	0.93	6	-5	4	10	7	0.98	-10
6) O=C(c1cc(-c2ccccc2)nc2ccccc12)N1CCC2(CC1)OCCO2
→ -2	0.83	12	-5	-14	27	17	1	-13
7) COc1ccc(C(C)=O)cc1CC(C(=O)c1ccc(C)c(C)c1)N(C)C (stereo not drawn)
→ 2	1	-9	16	-1	15	-1	0.98	2
8) COc1ccccc1NC(=O)c1cn(CCC#N)nc1-c1cccc(Cl)c1
→ 4	1	13	10	-6	12	-1	0.96	2
9) Nc1c(Br)cc([N+](=O)[O-])cc1[N+](=O)[O-]
→ 4	0.93	3	-11	1	8	7	0.96	1
10) Cn1c(O)c(C=NC2CCCCCC2)c(=O)[nH]c1=S
→ 5	0.96	28	-3	6	28	4	0.95	-5
11) CCN1CCN(Cc2cc(C(C)(C)C)c(O)c(C(C)(C)C)c2)CC1
→ -7	1	-37	12	/	1	-2	1.1	2
12) N#Cc1c(/N=C/C2C(=O)NC(=S)NC2=O)sc2c1CCCC2
→ 26	1	-11	-3	24	19	-2	0.74	21
13) CCCCCn1c(=O)c(C(=O)Nc2ccccn2)c(O)c2ccccc21
→ 4	1.2	-5	30	6	-20	-18	0.96	13
14) Cc1ccc(N(C)C(=O)Oc2cccc3cccnc23)cc1
→ -6	0.94	20	29	-17	20	6	1.1	-5
15) O=C1NC(=O)N(c2ccccc2)C(=O)/C1=C\c1ccccc1[N+](=O)[O-]
→ 4	1.1	-8	2	-3	-16	-7	0.96	-8
16) COC(=O)C1=C(c2c(C)noc2C)C[C@@H]2CC[C@H]1N2C(=O)N1CCCC1
→ 3	1	6	2	-4	0	-1	0.97	-3
17) CC1CCN(C(=O)C(C)Cl)CC1 (stereo not drawn)
→ 4	1	5	0	-8	-4	-1	0.96	-9
18) Cn1c(=O)cc(OCC(=O)N2CCN(Cc3ccc4c(c3)OCO4)CC2)c2ccccc21
→ -2	1.1	-16	0	-6	8	-14	1	2
19) CCOC(=O)CC(NC(=O)C(Cc1ccc(N(CCCl)CCCl)cc1)NC(C)=O)C(=O)OCC (stereo not drawn)
→ 3	1	3	-6	0	3	-3	0.97	3
20) COC(=O)C1=C(c2c(C)noc2C)C[C@@H]2CC[C@H]1N2C(=O)NCC1CC1
→ -5	1.1	5	9	2	23	-12	1.1	11
21) N#Cc1ccc(N2CCNCC2)c(F)c1
→ 7	0.99	-1	0	-1	-9	1	0.93	-8
22) Cc1cc(=O)n(-c2ccccc2)n1-c1ccccc1
→ 9	1.1	3	8	-3	11	-14	0.91	-14
23) Cc1cc(OCC(=O)NCc2cccnc2)c2c3c(c(=O)oc2c1)CCCC3
→ -4	1.4	4	3	-3	14	-36	1	6
24) NCC(O)c1cc(O)c(O)cc1F (stereo not drawn)
→ 18	1.3	3	15	-4	17	-28	0.81	30
25) CN1CCC(N(C)c2ccc(C(N)=O)cc2[N+](=O)[O-])CC1
→ 5	0.95	-10	8	5	4	5	0.95	5
26) CN1CCC(O)(c2ccccc2)C2CCCC21 (stereo not drawn)
→ -2	0.75	-1	0	-11	12	25	1	-2
27) Cc1nc2ccccc2c(=O)n1-c1cccc([N+](=O)[O-])c1
→ -10	1	3	18	-4	3	-1	1.1	-2
28) COc1ccccc1N1CCN(Cc2ccc(F)cc2)CC1
→ 1	1.1	-7	30	2	7	-7	0.99	11
29) CCN(CC)c1ccc(N=Cc2c(O)n(Cc3ccccc3)c(=O)[nH]c2=O)cc1
→ 5&14	1&1.1	-9&3	2&-1	-6&-11	12&7	0&-8	0.95&0.86	13&1
30) COc1cc(CC2(CCc3ccncc3)C(=O)N(C)C(=O)N(C)C2=O)cc(OC)c1OC
→ 8	1	9	15	7	7	-4	0.92	-8

Entries of single compounds from above. Order of values: mIAP block	hIAP act	TIM10 inh	NLRP3 yeast inh	ATG4B inh	tim10-1 inh	hIAP block	mIAP activ	Apaf-1 inh
COc1ccccc1N1CCN(Cc2ccc(F)cc2)CC1 across the screens: 1	1.1	-7	30	2	7	-7	0.99	11
NCC(O)c1cc(O)c(O)cc1F (stereo not drawn) across the screens: 18	1.3	3	15	-4	17	-28	0.81	30

Next section
Screens in order: mIAP block	hIAP act	TIM10 inh	NLRP3 yeast inh	ATG4B inh	tim10-1 inh	hIAP block	mIAP activ	Apaf-1 inh
31) CCCNC(=O)N1CCC2(CC1)OCCO2
→ 8	0.74	-1	1	-2	-5	26	0.92	-2
32) COc1cc2c(c(OC)c1OC)-c1ccc(O)cc1[C@@H](NC(C)=O)CC2
→ 1	1.3	-7	2	1	2	-28	0.99	8
33) O=c1c2ccccc2nc(/C=C/c2ccco2)n1-c1ccccc1O
→ 1	1.1	16	-10	27	20	-14	0.99	6
34) COc1cc(-n2c(=S)[nH]c3ccccc3c2=O)c(Cl)cc1Cl
→ 7	1.3	23	19	5	25	-28	0.93	7
35) COc1ccc(/C=C2/C(=O)NC(=O)N(c3ccccc3)C2=O)cc1CN1C(=O)c2ccccc2C1=O
→ 4	1.1	4	1	-5	-10	-9	0.96	-22
36) COc1ccc(OC)c(C(O)C2CCCCN2)c1 (stereo not drawn)
→ -1	1.2	-1	-4	5	8	-25	1	2
37) COc1cc(O)cc2c1C(=O)O[C@@H](C)CCCC(=O)CCCCC2
→ -1	0.92	2	-16	-3	20	8	1	10
38) COc1cccc(OP(=O)(Nc2ccccc2)Oc2cccc(OC)c2)c1
→ -1	0.98	-9	2	-2	-4	2	1	25
39) NC(N)=Nc1ccc2[nH]c3c(c2c1)C[C@@]1(O)[C@H]2Cc4ccc(O)c5c4[C@@]1(CCN2CC1CC1)C3O5 (stereo partly drawn)
→ 1	0.94	-23	4	5	-18	6	0.99	-15
40) CCc1nnc(NS(=O)(=O)c2ccc(N=Cc3c(O)n(-c4ccccc4)c(=O)[nH]c3=O)cc2)s1
→ 6	1.1	15	11	-3	13	-8	0.94	-1
41) Cc1nn(Cc2ccccc2)c(C)c1C(=O)OCC(=O)Nc1cccc(S(N)(=O)=O)c1
→ -12	0.99	7	12	-18	14	1	1.1	11
42) CCC(=O)c1ccc(OCC(=O)N2CCN(CC(=O)Nc3ccc(C)cc3)CC2)cc1
→ -6	0.81	9	10	-31	12	19	1.1	-6
43) Nc1ccc(CCN2CCCC2)cc1
→ 7	1.2	-6	12	-6	-4	-22	0.93	-11
44) COC(=O)C1=C(c2ccccc2)C[C@@H]2CC[C@H]1N2C(=O)N1CCOCC1
→ -4	1	2	12	-5	1	-1	1	3
45) O=C1N(c2ccccc2)C(c2cccnc2)N2CCCN12 (stereo not drawn)
→ -13	0.88	8	3	-6	-11	12	1.1	2
46) CCCCCCCC(=O)NC(Oc1ccccc1[N+](=O)[O-])C(Cl)(Cl)Cl (stereo not drawn)
→ 0	1	-11	15	5	3	0	1	-6
47) CC(Cc1ccccc1)NCCC(c1ccccc1)c1ccccc1 (stereo not drawn)
→ -4	1.1	25	45	-1	20	-8	1	41*
48) CC(=O)C1(c2ccccc2)CCN(C(=O)C2CCC(=O)N(CCc3cccc(F)c3)C2)CC1 (stereo not drawn)
→ -1	0.96	7	17	-4	1	4	1	9
49) Cc1cc(/C=C2\C(=O)NC(=O)N(c3ccc(F)cc3)C2=O)c(C)n1-c1ccc(C(=O)O)cc1
→ 0	0.98	-10	10	1	4	2	1	4
50) Cc1ccc(OC(F)F)c(N2C(=O)C3C4CCC(O4)C3C2=O)c1 (stereo not drawn)
→ -15	0.98	0	6	-1	1	2	1.1	13
51) CC(=O)OC1C=CC2[C@H]3Cc4ccc(O)c5c4[C@@]2(CCN3C)C1O5 (stereo partly drawn)
→ 0	1.1	0	6	5	8	-10	1	3
52) COc1ccc2c(c1OC)C(=O)OC2c1c(O)n(C2CCCCC2)c(=O)[nH]c1=O (stereo not drawn)
→ -6	1.1	-14	12	-2	14	-6	1.1	2
53) O=C1CC(=O)N(c2ccc(Cl)cc2Cl)C(=O)N1
→ -2	0.94	-4	-7	-4	13	6	1	-2
54) O=P1(Nc2cccnc2)COc2ccccc2OC1
→ -5	1.1	3	-2	-16	2	-10	1.1	11
55) CON(C)C(=O)Nc1ccc(Cl)cc1
→ 3	1.1	-18	0	9	10	-6	0.97	-7
56) COc1cc2c(c(OC)c1OC)-c1ccc(C(=O)O)cc1[C@@H](NC(C)=O)CC2
→ -4	0.97	-3	17	-11	-7	3	1	-10
57) O=C1NC(=O)N(Cc2ccco2)C(=O)/C1=C/C=C/c1ccco1
→ 72*	0.96	1	10	8	8	4	0.28	16
58) CCC(=NC(C)c1ccccc1)c1c(O)[nH]c(=O)[nH]c1=O (stereo not drawn)
→ 5	1.1	5	2	0	0	-10	0.95	-21
59) CC1C(OC(=O)CCC(=O)NC(C)(C)CO)O[C@H]2OC3(C)CC[C@H]4[C@H](C)CCC1C24OO3 (stereo partly drawn)
→ 6	0.91	19	-11	-6	18	9	0.94	2
60) O=C(NCCN1CCOCC1)c1ccc(Cl)nc1
→ 1	1	18	8	3	7	-3	0.99	-6
61) O=C(NCc1cccnc1)C(Cl)(Cl)Cl
→ 9	1.1	-2	6	-11	7	-12	0.91	6
62) COC(=O)C1=C(c2ccc(C(C)=O)cc2)C[C@@H]2CC[C@H]1N2C(=O)NCCCOC(C)C
→ 6	1.1	7	12	-4	7	-8	0.94	2
63) O=C(Nc1cccc(OC(=O)N2CCCCC2)c1)N1CCOCC1
→ -19	0.91	-1	9	-1	2	9	1.2	-3
64) Oc1c(Cl)c(Cl)c(Cl)c(Cl)c1Cl
→ -8	1.1	39	40	16	47*	-9	1.1	13
65) Cc1c(NP(=S)(C(C)(C)C)C(C)(C)C)c(=O)n(-c2ccccc2)n1C
→ -3	1.3	14	-6	-11	1	-28	1	-7
66) CN1CCN(c2nc(N)cc(=O)[nH]2)CC1
→ -2	1	-11	8	-3	14	-3	1	5
67) C[N+]1(C)[C@@H]2CC[C@H]1CC(OC(=O)C(CO)c1ccccc1)C2 (stereo partly drawn)
→ -5	0.97	7	2	-1	23	3	1.1	-2
68) COc1ccc(OC)c(-n2c(O)c(C=NCCN3CCNCC3)c(=O)[nH]c2=S)c1
→ -2	1.2	3	19	-7	1	-20	1	5
69) COc1ccc(-n2c(O)c(C=NCCN(C)C)c(=O)[nH]c2=O)cc1
→ -1	1.1	-8	13	3	-11	-10	1	-14
70) Cc1c(N=Cc2c(O)n(CCc3ccc(F)cc3)c(=O)[nH]c2=O)c(=O)n(-c2ccccc2)n1C
→ 10	1.1	17	20	-8	12	-9	0.9	-21
71) CC(C(=O)c1ccc2ccccc2c1)N1CCCCC1 (stereo not drawn)
→ 2	0.84	10	3	-5	6	16	0.97	-3
72) CCOP(=O)(OCC)C(NC(=O)c1ccc(C)cc1)=C(Cl)Cl
→ -7	1.1	-10	9	-15	18	-6	1.1	0
73) CN1CCN(Cc2ccc3ccccc3c2)CC1
→ -5	0.84	16	7	2	1	16	1.1	-13
